High-throughput results from PubChem BioAssay.
GSIS activator – primary screen for activators of insulin secretion dependent on glucose, INS-1E cells, GLuc reporter luminescence; INS-1E GLuc reporter insulin secretion, 2-3 h; activation, % at 16.6 µM; 370,000 tested, 0.61% active;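 active means lowest replicate activation of at least 40%, so every replicate reaches that level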;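 further: 0% = median of neutral control wells and 100% = median of IBMX positive control wells; some compounds called inactive have numbers as strong as hits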
miR-122 sensor – miR-122 inhibition in Huh7 cells; Huh7 miR-122 Renilla luciferase sensor, 48 h; neutral wells = 0, positive control = 100; activation (reporter increase), % at 12.5 µM; 340,000 tested, 0.3% active; AID 602342;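 active means mean replicate activation score at least 90 and every replicate individually at or above 90; inconclusive means only one of the two criteria met; inactive means neither criterion met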;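 further: higher luciferase means less miR-122 activity so hits act as miR-122 inhibitors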
EWS-Fli block – inhibitors of EWS/Fli oncoprotein transcriptional activity; 350,000 tested, 0.67% active; inhibition, % at 12.6 µM; A673 NR0B1-luciferase reporter, viability-normalised;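 active means mean inhibition of at least 50% after viability correction, with every replicate also passing that limit; inconclusive means mean reaches 50% but only one of two replicates passes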;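 further: firefly luciferase signal divided by Alamar Blue viability fluorescence both relative to DMSO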
FN deposit inh – fibronectin deposition inhibition; AH1F fibroblasts, Alexa488-fibronectin deposition fluorescence, overnight; inhibition, % at 12.6 µM; 350,000 tested, 0.086% active; AID 743247;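 active means mean inhibition across replicates of 30% or more, regardless of how many single replicates reach that level; inconclusive means mean under 30% yet at least half of replicates reach 30%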;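 further: positive control wells lacked labelled fibronectin entirely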
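Assay system: AH1F fibroblasts assembling fluorescent fibronectin matrix; Amount: 10000 AH1F cells per well; Buffer or medium: DMEM, 2% serum; Probe or stimulus: Alexa488-fibronectin, 24 nM final in well; Doses: single compound dose, delivered by pin transfer; Incubation: 1 h adhesion, overnight exposure; Measured by: fluorescence 485/525 nm; Read-out: fibronectin deposition inhibition.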
PAX8 inh HTS – lowers PAX8-driven luciferase in RMG-I cells. inhibition, % at 12.6 µM. 360,000 tested, 1.2% active. RMG-I TPO-luciferase reporter, SteadyGlo, 24 h;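 active means mean replicate inhibition at least 60% with every replicate also reaching 60%; inconclusive means only one of the two criteria is met; inactive means mean below 60% and not all replicates reaching 60%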;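 further: luciferase light reporting Pax8 driven TPO promoter activity; plate controls were median of neutral control wells for no effect and mitoxantrone controls for full effect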
F508del corr – correctors of CFTR F508del function in bronchial epithelial cells; CFBE cells, YFP halide quenching; stimulated with forskolin plus potentiator P3; % fluorescence drop versus neutral controls; activity (quench increase), % at 7.58 µM; 350,000 tested, 0.36% active; AID 720511;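 active means mean added fluorescence quench of at least 8% versus neutral control, with both replicates also reaching 8%; inconclusive means only one of the mean or replicate conditions met; inactive means mean below 8% and not both replicates reaching 8%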;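 further: cells transiently co-express mutant CFTR-F508del with the halide-sensitive YFP; corrector assay measuring rescue of mutant channel to the surface after 24 h compound exposure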
DENV2 CPE rescue – DENV2-induced cell death inhibition. CPE inhibition, % at 9.99 µM. AID 651640. 350,000 tested, 1.7% active. DENV2-infected cells, cytopathic effect rescue, plate reader; in the data active means CPE inhibition above about 20%, passing the limit was not always enough; inconclusive means no clear call, values can overlap the other calls; tested in BHK-21 cells;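 further: 0% = median of neutral control wells and 100% = median of positive control wells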
An asterisk follows results filed as active; ? = inconclusive; nt = no result given; [ ] = dose if it differs, or a comment.

SMILES	GSIS activator	miR-122 sensor	EWS-Fli block	FN deposit inh	PAX8 inh HTS	F508del corr	DENV2 CPE rescue
O=C1OC(COCC#Cc2ccccc2)CN1c1ccccc1 (configuration not stated)	-10.1	-6.2	-4.2	nt	13.1	-2.6	4.5
CCCC#Cc1ccc([C@@H]2[C@@H](CO)N3C(=O)CN(C(=O)Nc4cc(F)ccc4F)C[C@@H]23)cc1	-24.5	nt	7.5	nt	37.1	-0.1	-4.1
Cc1cc2oc3ccc(NCCCn4ccnc4)cc3c(=O)c2cc1C	119.4	nt	-156.9	-4.1	-183.4	-2.8	nt
Cc1nc2ccccc2nc(C)c1=NOCc1ccccc1Cl	nt	nt	6.4	3.9	-17.3	nt	-2.8
COc1ccc(-c2cc(=O)oc3cc(OCC(C)=O)ccc23)cc1	9.6	2.5	-18.4	7.8	-11.3	nt	8.9
NS(=O)(=O)c1ccc(CCNC(=O)COC(=O)c2ccc([N+](=O)[O-])o2)cc1	-8.9	nt	6.3	3.4	28.2	2.9	8.7
CCc1cc2c(=O)c(-c3ccc4c(c3)OCCO4)coc2cc1OS(C)(=O)=O	-5.5	2.7	-95.9	2.7	-38.1	3.9	-15.6
CN(C)S(=O)(=O)c1cccc(N=C2NN=C(c3ccccc3)CS2)c1	-1.1	nt	17.5	-16.0	72.8*	nt	-9.2
CC1=C(C(=O)N2CCOCC2)CC(CC(=O)NC2CC2)C(=O)N1Cc1ccc(C(C)(C)C)cc1 (configuration not stated)	5.3	-4.2	-11.8	-8.4	-1.7	1.7	-7.9
N#C[C@@H]1[C@H](c2ccc(C#Cc3ccccc3F)cc2)[C@@H](CO)N1C(=O)c1cccnc1	-1.1	nt	74.4*	7.1	47.3	6.2	-1.6
NC(=NCCc1ccccc1)NC(=O)c1cc(Cl)ccc1O	-17.2	nt	-69.0	-4.0	-100.5	0.6	-2.7
COC(=O)c1ccc([C@@H]2C=C(C(=O)NCc3ccccc3)O[C@H](OCCCCO)C2)cc1	nt	nt	-8.6	nt	3.3	-0.8	0.5
c1nc2nc3c(c(N4CCOCC4)n2n1)CCCC3	nt	0.1	nt	-1.3	1.2	nt	nt
COc1ccc2nc3n(c(=O)c2c1)-c1ccc(Cl)cc1C(=O)NC3Cc1ccccc1 (configuration not stated)	nt	nt	5.1	-2.0	82.6*	-1.5	-4.0
COc1ccc(S(=O)(=O)Cc2ccc(C(=O)N3CCN(C(=O)c4ccco4)CC3)o2)cc1	0.6	-3.1	0.9	-4.2	1.0	4.3	0.2
O=C(Cn1nc(-c2ccccc2)c2ccccc2c1=O)Nc1cccc(O)c1	-13.8	nt	12.6	1.8	17.4	-0.5	4.9
CCN(CC)c1ccc(N=C2C=CC(=O)C=C2NC(C)=O)cc1	nt	-0.2	-41.6	17.6	-140.8	1.5	13.4
CO[C@H]1CN(C)C(=O)c2ccc(NC(=O)C3CCCC3)cc2OC[C@H](C)N(CC2CC2)C[C@@H]1C	0.6	nt	-2.3	-3.7	-1.0	1.0	4.6
Cc1ccc(S(=O)(=O)N2CCOCC2)cc1NC(=O)CSc1nc(N)cc(=O)[nH]1	9.8	1.7	7.7	3.4	1.6	1.1	nt
CCOC(=O)c1c(C)[nH]c(C)c1C(=O)CSc1nnc(-c2ccncc2)n1C	12.6	-21.5	nt	-5.2	-1.8	nt	nt
COc1ccc(S(=O)(=O)Nc2cccc(S(=O)(=O)N3CCCCCC3)c2)cc1	1.7	24.9	nt	0.4	-27.2	nt	nt
Cc1cc(C(=O)N2CCOCC2)n(-c2ccccc2)n1	8.8	4.4	-3.6	-5.9	8.9	2.5	-1.8
COCC(=O)N[C@@H]1CC[C@@H](CC(=O)NCc2ccccc2OC)O[C@@H]1CO	13.9	nt	-2.8	17.0	-4.4	-0.8	-4.2
COc1ccc(N2C(=O)CSC2c2ccc3c(c2)OCO3)cc1 (configuration not stated)	nt	-5.4	nt	-5.8	1.2	nt	nt
O=C(O)c1ccnc(SCC(=O)c2ccccc2)c1	nt	nt	-13.9	3.5	-3.6	nt	-3.5
Cc1c(C(=O)Nc2nccs2)oc2ccc(Br)cc12	nt	14.3	-41.1	2.2	-191.4	-2.1	?
COc1ccc(CN(C)C[C@@H]2Oc3c(NC(=O)Nc4ccc(F)cc4)cccc3C(=O)N([C@H](C)CO)C[C@H]2C)cc1	-15.0	38.0[16.7 µM]	20.2	nt	-2.4	3.6	2.5
OC(CNCC(c1ccc(Cl)cc1Cl)c1c[nH]c2ccccc12)c1ccccc1 (configuration not stated)	-26.0	5.3	48.0	nt	93.3*	-1.8	-0.6
COc1ccccc1-c1cnc2c(c1)C(=O)N([C@H](C)CO)C[C@@H](C)[C@@H](CN(C)C(C)=O)O2	42.5*	2.5[16.7 µM]	-7.6	nt	nt	-3.6	-6.1
CC(=O)OCC(=O)C1CCC2C3CCC4=CC(=O)C=CC4(C)C3CCC12C (configuration not stated)	nt	2.2	17.5	nt	13.0	0.3	-1.4

Whole records, quoted from the list:
COc1ccc(N2C(=O)CSC2c2ccc3c(c2)OCO3)cc1 (configuration not stated) is listed with GSIS activator = nt; miR-122 sensor = -5.4; EWS-Fli block = nt; FN deposit inh = -5.8; PAX8 inh HTS = 1.2; F508del corr = nt; DENV2 CPE rescue = nt
COc1ccc(S(=O)(=O)Nc2cccc(S(=O)(=O)N3CCCCCC3)c2)cc1 is listed with GSIS activator = 1.7; miR-122 sensor = 24.9; EWS-Fli block = nt; FN deposit inh = 0.4; PAX8 inh HTS = -27.2; F508del corr = nt; DENV2 CPE rescue = nt

Other compounds.
SMILES	GSIS activator	miR-122 sensor	EWS-Fli block	FN deposit inh	PAX8 inh HTS	F508del corr	DENV2 CPE rescue
CCCSc1nnc(-c2c[nH]c3ccccc23)n1C	0.3	-6.1	-45.0	0.5	-40.3	0.5	-3.5
COCC(=O)N(C[C@H]1N[C@H](CO)[C@@H]1c1ccc(C2=CCCCC2)cc1)C(C)C	4.6	-14.3[16.7 µM]	0.8	-30.0	4.5	-0.2	8.9
COC(=O)c1ccc(/C=C/C(=O)OCC(=O)NCc2cccs2)cc1	3.2	-3.9	-10.4	-3.6	-22.4	0.5	1.0
C[C@H]1CCCCO[C@H](CN(C)C(=O)Nc2cccc3ccccc23)[C@@H](C)CN([C@@H](C)CO)C(=O)c2cc(NC(=O)Nc3ccc(F)cc3)ccc2O1	19.6	2.6[16.7 µM]	2.8	9.8	13.9	0.9	11.5
CN1C(=O)Cc2cc(S(=O)(=O)NCCc3ccc(Cl)cc3)ccc21	19.4	1.4	-1.2	-4.4	2.6	-2.5	2.6
CCOc1ccc(CCNC(=O)c2nnc(Cc3ccc(F)cc3)o2)cc1OCC	-3.7	-1.8	0.6	0.7	8.7	-3.0	6.5
CN(Cc1ccccc1)C(=O)C1CCCN(c2ncnc3c2nc2n3CCCCC2)C1 (configuration not stated)	-20.5	6.9	3.1	-1.5	19.7	-1.3	-4.7
N/C(=N\c1nc2c(c(=O)[nH]1)CCCC2)Nc1ccccc1Sc1ccccc1	-23.4	3.0	nt	1.1	nt	nt	nt
C[C@@H]1CN([C@H](C)CO)C(=O)Cc2cc(NC(=O)CCC(F)(F)F)ccc2O[C@H]1CN(C)S(=O)(=O)c1cn(C)cn1	15.8	-0.5[16.7 µM]	-8.2	nt	-1.6	-0.9	-2.2
CCCC#Cc1cnc2c(c1)C(=O)N([C@H](C)CO)C[C@H](C)[C@@H](CN(C)Cc1cccnc1)O2	3.5	-1.0[16.7 µM]	-1.5	-16.5	nt	2.5	1.2
CC(/C=C/C1[C@H](C)C[C@H](O[C@@H]2O[C@H](CO)[C@@H](O)[C@H](O)[C@H]2O)CC1(C)C)O[C@H]1O[C@H](CO)[C@@H](O)[C@H](O)[C@H]1O (some centres not stated)	2.0	-2.3	2.8	nt	nt	-0.5	6.6
C#CCOCCOCCOCCNc1nc(N2CCN(C(=O)[C@H](CCCN=C(N)N)n3cc(C(N)[C@@H](C)CC)nn3)CC2)nc(N2CCN(C(=O)[C@H](CCC(=O)O)n3cc([C@@H](N)CCCCN)nn3)CC2)n1 (some centres not stated)	7.4	nt	-11.0	-3.3	-2.6	-2.3	6.9
COc1ccc(/C=N/N(Cc2ccccc2)c2ccccc2)cc1O	-15.5	0.9	-15.1	-3.1	29.1	-2.5	-6.5
O=C(C[C@H]1CC[C@H](NC(=O)C2CC2)[C@@H](CO)O1)Nc1nccs1	-0.3	nt	-9.7	-31.4	-13.3	-4.1	2.2
Cc1ccc(SCCC(=O)NNC(=O)c2ccccc2F)cc1	nt	2.9	-22.7	2.4	-12.1	-0.4	3.9
O=C(Nc1c2c(nn1-c1ccc(F)cc1)CS(=O)(=O)C2)c1ccc2c(c1)OCO2	7.4	0.6	1.8	-1.9	13.1	-0.8	-5.7
CCN(CC)S(=O)(=O)c1cc(C(=O)OCC(=O)NC2CCCc3ccccc32)ccc1C (configuration not stated)	-21.6	-1.7	nt	-3.6	1.6	nt	nt
COc1cccc(CNC(=O)CCC2CCCN(C(=O)c3ccoc3)C2)c1 (configuration not stated)	-1.8	-0.1	-1.9	4.9	-7.6	-1.7	4.7
O=C(OCCSCCOC(=O)C1CC=CCC1)C1CC=CCC1 (configuration not stated)	nt	0.2	-10.3	nt	2.9	4.2	1.8
Cc1nnc(SCC2=C(C(=O)O)N3C(=O)C(NC(=O)c4cccc(F)c4F)C3SC2)s1 (configuration not stated)	-7.2	nt	-9.9	-15.7	-30.8	-2.9	-2.7

Fetched by structure from above, 5 records:
SMILES	GSIS activator	miR-122 sensor	EWS-Fli block	FN deposit inh	PAX8 inh HTS	F508del corr	DENV2 CPE rescue
Cc1ccc(SCCC(=O)NNC(=O)c2ccccc2F)cc1	nt	2.9	-22.7	2.4	-12.1	-0.4	3.9
CCCC#Cc1cnc2c(c1)C(=O)N([C@H](C)CO)C[C@H](C)[C@@H](CN(C)Cc1cccnc1)O2	3.5	-1.0[16.7 µM]	-1.5	-16.5	nt	2.5	1.2
CN(Cc1ccccc1)C(=O)C1CCCN(c2ncnc3c2nc2n3CCCCC2)C1 (configuration not stated)	-20.5	6.9	3.1	-1.5	19.7	-1.3	-4.7
Cc1cc2oc3ccc(NCCCn4ccnc4)cc3c(=O)c2cc1C	119.4	nt	-156.9	-4.1	-183.4	-2.8	nt
O=C(OCCSCCOC(=O)C1CC=CCC1)C1CC=CCC1 (configuration not stated)	nt	0.2	-10.3	nt	2.9	4.2	1.8

(next part)
SMILES	GSIS activator	miR-122 sensor	EWS-Fli block	FN deposit inh	PAX8 inh HTS	F508del corr	DENV2 CPE rescue
COC1C=CC=C(C)C(=O)NC2=CC(=O)C(N)=C(CC(C)CC(OC)C(O)C(C)C=C(C)C1OC(N)=O)C2=O (configuration not stated)	-1.2	nt	2.9	28.1	41.2	-8.1	-34.3
CCc1cc2c(NC(Cc3c[nH]c4ccccc34)C(=O)O)nc(C)nc2s1 (configuration not stated)	5.2	nt	12.3	3.7	-17.1	nt	-5.5
Cc1ccc(S(=O)(=O)N(C)C[C@H]2Oc3ccc(NC(=O)CCN4CCOCC4)cc3CC(=O)N([C@@H](C)CO)C[C@@H]2C)cc1	6.6	-1.2[16.7 µM]	-4.6	nt	-1.9	2.6	-8.9
CN(C)S(=O)(=O)c1cccc(NC(=O)C2Cc3ccccc3CN2C(=O)c2ccco2)c1 (configuration not stated)	-15.5	-4.4	-15.6	1.0	-3.8	1.7	1.4
CC1=NN(S(=O)(=O)c2ccc(C)cc2)C(=O)c2ccccc2O1	-13.2	-1.5	4.0	6.9	11.9	-1.2	2.4
CC(C)CC1(C(=O)NCc2cc(F)cc(C(F)(F)F)c2)C=CCN1C(=O)c1ccccc1 (configuration not stated)	-28.6	nt	11.6	-1.4	10.3	-1.2	13.3
